Screening data from PubChem.
PAD4 inh: human PAD4 inhibitors, primary screen, biochemical, fluorescence polarization, 1536-well format. recombinant PAD4, RCA probe fluorescence polarization. inhibition, % at 6.36 µM. 0.41% of 330,000 active;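 active = percent inhibition above a cutoff equal to the mean of all tested compounds plus 3 SD, cut at about 15% in these data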;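 also: 0% = PAD4 with RCA probe and DMSO and 100% = probe without PAD4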
Fam108B counter: mouse Fam108B serine hydrolase inhibitors, primary screen, counter-screen for RBBP9 inhibitor project, biochemical, fluorescence polarization. recombinant Fam108B, FP-Rh probe fluorescence polarization. 0.33% of 300,000 active. inhibition, % at 9.51 µM;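 active = inhibition above the screen mean inhibition plus 3 SD, computed separately per campaign, cut at about 18% in these data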;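 also: inhibitors lower polarization as less probe binds the enzyme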
GSTO1 counter: inhibitors of recombinant GSTO1, primary screen, counter-screen for RBBP9 inhibitor project, biochemical, fluorescence polarization; Glutathione S-transferase omega-1 (Homo sapiens), P78417; 1.1% of 300,000 active; inhibition, % at 5.96 µM; activity-based probe fluorescence polarization;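 active = inhibition above the campaign mean inhibition plus 3 SD, cut at about 35% in these data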;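 also: 0% = GSTO1-1 with DMSO and 100% = wells lacking GSTO1-1 enzyme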
Target sequence (P78417 whole entry, looked up): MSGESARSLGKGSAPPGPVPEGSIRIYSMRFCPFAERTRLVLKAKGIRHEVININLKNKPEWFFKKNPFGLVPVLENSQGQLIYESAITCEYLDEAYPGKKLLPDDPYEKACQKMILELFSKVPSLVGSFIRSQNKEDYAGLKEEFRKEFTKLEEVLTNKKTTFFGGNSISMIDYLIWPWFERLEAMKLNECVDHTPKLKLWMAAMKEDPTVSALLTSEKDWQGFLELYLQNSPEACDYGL
PME-1 primary: PME-1 inhibitors via competitive probe labeling, primary screen, biochemical, fluorescence polarization, FP-Rh probe, HTS. inhibition, % at 5.9 µM. recombinant PME-1. 0.53% of 320,000 active. AID 2130, 2009. Protein phosphatase methylesterase 1 (Homo sapiens), Q9Y570;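 active = inhibition above the campaign mean of all compounds plus 3 SD, cut at about 26% in these data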;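 also: competitive labeling of PME-1 active site by serine hydrolase directed probe; 0% = PME-1 with DMSO and 100% = wells lacking PME-1 enzyme; inhibitors block probe labeling so polarization falls and inhibition rises; many of its hits are not listed in these tables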
BCLXL inh: inhibitors of human Bcl-xL, primary screen, biochemical, fluorescence polarization, HTS; GST-Bcl-xL / FITC-Bim BH3 peptide fluorescence polarization; AID 2129, 2009; Bcl-2-like protein 1 (Homo sapiens), Q07817; 0.7% of 320,000 active; inhibition, % at 10.9 µM;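 active = inhibition above the mean of all tested compounds plus 3 SD, cutoff set per campaign, cut at about 30% in these data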;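 also: 0% = DMSO wells and 100% = unlabeled Bim-BH3 peptide competitor; inhibitors lower millipolarization by displacing the labeled peptide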
Target sequence (Q07817 whole entry, looked up): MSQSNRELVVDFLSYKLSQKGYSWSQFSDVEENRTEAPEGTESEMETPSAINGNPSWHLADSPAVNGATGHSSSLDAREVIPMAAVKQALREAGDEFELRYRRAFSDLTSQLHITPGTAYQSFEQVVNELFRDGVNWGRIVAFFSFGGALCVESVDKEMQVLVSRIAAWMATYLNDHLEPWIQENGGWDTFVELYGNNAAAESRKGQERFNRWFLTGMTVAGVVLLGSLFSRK
TPT1 inhibitor: Candida albicans TPT1 enzyme inhibitors, primary screen, biochemical, fluorescence polarization. tRNA 2'-phosphotransferase TPT1 (Candida albicans SC5314). recombinant caTPT1, FP RNA substrate dephosphorylation. inhibition, % at 5 µM. 0.81% of 300,000 active. AID 1962, 2009;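 active = inhibition above the mean of all tested compounds plus 3 SD, set per screening campaign, cut at about 24% in these data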;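 also: plate controls were DMSO alone for no effect and ferristatin control at 100 nM for full effect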
MEX-5 binding: MEX-5 zinc finger RNA-binding disruptors – biochemical, C. elegans, fluorescence polarization, MLPCN library, primary screen; Zinc finger protein mex-5 (Caenorhabditis elegans), Q9XUB2; MEX-5/FITC-TCR2 RNA binding; stronger effect = lower value; activity score (negative = inhibition of binding), % at 10 µM; 0.38% of 300,000 active; AID 1832, 2009;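 active = inhibition past about -25% in most replicates, and total fluorescence under double the plate's negative control median, limit read from the data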;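 also: 0% = DMSO and -100% = 5 µM competing unlabeled TCR2 RNA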
MCL1-BIM inh: inhibitors of MCL1 binding to BIM-BH3, primary screen, biochemical, fluorescence polarization | GST-MCL1 / FITC-Bim-BH3 fluorescence polarization | inhibition, % at 10.9 µM | 0.68% of 320,000 active;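 active = inhibition above the mean inhibition of all tested compounds plus 3 SD, set per campaign, cut at about 40% in these data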;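 also: 0% = DMSO wells and 100% = unlabeled Bim-BH3 peptide control; higher means more loss of mP so more displacement of Bim peptide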
GLD-1 TGE inh: GLD-1/TGE RNA complex disruptors, primary screen, biochemical, fluorescence polarization. AID 2280, 2010. 0.44% of 320,000 active. purified GLD-1 + fluorescein TGE RNA. inhibition, % at 5.96 µM. Female germline-specific tumor suppressor gld-1 (Caenorhabditis elegans), Q17339;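 active = percent inhibition above a per-plate cutoff, the plate mean of test compounds plus 3 SD, cut at about 30% in these data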;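 also: 0% = DMSO wells with GLD-1 and probe and 100% = wells lacking GLD-1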
Target sequence (Q17339 whole entry, looked up): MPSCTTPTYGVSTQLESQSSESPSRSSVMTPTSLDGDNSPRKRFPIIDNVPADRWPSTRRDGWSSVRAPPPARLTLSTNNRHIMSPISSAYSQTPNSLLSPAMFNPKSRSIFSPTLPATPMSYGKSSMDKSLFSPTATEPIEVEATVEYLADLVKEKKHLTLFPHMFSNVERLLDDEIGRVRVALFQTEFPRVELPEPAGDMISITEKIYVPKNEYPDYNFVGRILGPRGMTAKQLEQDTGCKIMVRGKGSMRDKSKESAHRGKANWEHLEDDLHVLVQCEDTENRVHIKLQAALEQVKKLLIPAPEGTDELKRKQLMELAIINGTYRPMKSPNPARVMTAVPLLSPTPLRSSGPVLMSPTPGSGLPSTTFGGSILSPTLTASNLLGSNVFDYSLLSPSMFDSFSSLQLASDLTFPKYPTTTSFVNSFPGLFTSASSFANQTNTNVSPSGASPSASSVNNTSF
Numbers without * were called inactive; . = not tested or not shown. These rows are one share of the data; the hit share may differ from the screen's.

No. | structure | PAD4 inh | Fam108B counter | GSTO1 counter | PME-1 primary | BCLXL inh | TPT1 inhibitor | MEX-5 binding | MCL1-BIM inh | GLD-1 TGE inh
1 | Cc1ccc(-c2cn3c(=O)cc(C)[nH]c3n2)cc1 | -2 | -3 | -8 | -4 | 8 | -3 | -0.8 | 0 | -1
2 | Cc1cc2nc(CSc3ccccc3)cc(=O)n2[nH]1 | 5 | 1 | 2 | -3 | 9 | -4 | 0.3 | 9 | 2
3 | O=C(Nc1nncs1)C(Sc1ccccc1)c1ccccc1 (stereo not drawn) | 1 | 2 | -11 | 3 | 6 | -1 | 2.5 | 2 | 6
4 | C/C(Cn1nc([N+](=O)[O-])cc1C)=N\NC(=O)COc1ccccc1[N+](=O)[O-] | -3 | 1 | -1 | 0 | 0 | 0 | -2.2 | -1 | 0
5 | CN(CC(=O)Nc1cccc(F)c1)C(=O)/C=C/c1ccc2ccccc2n1 | 2 | -3 | 1 | -3 | 3 | 2 | -3.5 | 2 | -9
6 | CC12CCC(C/C1=N\N=C1\NC(=O)/C(=C\c3ccc(Cl)cc3)S1)C2(C)C (stereo not drawn) | -5 | 0 | -2 | -7 | 8 | 1 | 2.9 | 2 | 6
7 | Cn1cnc2c(oc3ccccc32)c1=O | -1 | 0 | -6 | 2 | -1 | -1 | 0.7 | 6 | 10
8 | COc1cc2cc(C(=O)N/N=C/c3ccccc3Cl)[nH]c2cc1OC | -7 | 32* | 2 | -3 | 3 | -2 | -2.5 | 5 | 1
9 | N=c1oc2ccc(Br)cc2cc1C(=O)NCc1ccccc1 | 1 | -2 | -1 | 10 | 1 | 0 | 2.3 | 0 | 4
10 | CCOc1ccccc1Nc1ncnc2c1cnn2-c1ccccc1 | -1 | 3 | -1 | 6 | 3 | 1 | -1.5 | 5 | 8
11 | O=C(NCc1ccccn1)C1CCCN(S(=O)(=O)c2cccc3nsnc23)C1 (stereo not drawn) | 2 | -2 | 0 | 3 | 5 | -9 | 1.3 | 15 | 10
12 | COc1ccc(NC(=S)N2CCCC2)cc1 | 1 | 0 | 2 | 4 | -1 | 1 | -0.2 | 8 | 8
13 | CC1=C(C(=O)OC(C)(C)C)C(c2ccco2)C(C#N)=C(N)O1 (stereo not drawn) | -1 | -2 | 1 | 1 | 7 | 1 | 1.0 | 7 | 1
14 | O=C(NCC1CCCO1)c1c(O)c2cccc3c2n(c1=O)CCC3 (stereo not drawn) | 2 | 3 | 5 | 1 | 3 | 5 | -2.2 | 5 | 9
15 | O=C(/C=C/c1ccccc1)Oc1ccc(C(=S)N2CCOCC2)cc1 | 0 | 3 | -10 | 3 | 5 | -7 | 0.9 | 5 | 8
16 | O=C(NCc1nc2ccccc2[nH]1)C1=C[C@H](c2ccc(Br)cc2)C[C@H](OCc2ccc(CO)cc2)O1 | -3 | -22 | -14 | -24 | -4 | -1 | 6.3 | -12 | 1
17 | NS(=O)(=O)c1ccc(S(=O)(=O)N2CCCC2)cc1 | 8 | 3 | -2 | 8 | -3 | -2 | 1.0 | -4 | 0
18 | Cc1cccc(C)c1NC(=O)CN(C)C(C)C(=O)NCC(=O)Nc1ccc(F)c(F)c1F (stereo not drawn) | 3 | . | . | 4 | -7 | . | . | -1 | -3
19 | COc1cnc(-c2ccccc2)nc1OC | -4 | -1 | 11 | 2 | 6 | 4 | 3.2 | 2 | -2
20 | CCOc1ccccc1NC(=O)NC(=O)N(C)S(C)(=O)=O | 0 | -3 | 1 | -10 | 6 | -1 | 4.4 | 5 | 4
21 | Cc1ccc(C)c(Oc2cc(NN3CCCCC3)c([N+](=O)[O-])cc2[N+](=O)[O-])c1 | 3 | 11 | 10 | 0 | 6 | -1 | 2.1 | 10 | 2
22 | CC(=O)N1CCC(C(=O)c2ccc(Cl)cc2)CC1 | -5 | 1 | 1 | -6 | 3 | -10 | -0.5 | 6 | 7
23 | CCCn1c(SCC#N)nc2c(c1=O)C1(CCCC1)Cc1ccccc1-2 | 1 | -2 | -9 | -2 | 2 | -4 | -0.5 | -7 | 0
24 | N=c1c(C(=O)NCc2ccc(F)cc2)cc2c(=O)n3ccccc3nc2n1CCCN1CCOCC1 | -3 | 4 | 2 | -1 | 10 | 5 | . | 3 | -4
25 | Cc1ccc(C(=O)CCC(=O)Nc2ncccc2O)cc1 | -1 | -1 | -7 | 0 | 2 | -2 | -2.1 | 3 | 9
26 | Cc1ccc(NC(=O)c2ccc3nc[nH]c3c2)nc1 | -4 | 1 | 5 | 0 | 8 | -3 | 0.3 | 12 | -2
27 | O=C(Nc1nccs1)c1ccc(CSc2nnnn2-c2ccccc2)cc1 | 1 | -9 | 5 | 2 | -1 | -1 | -1.3 | 1 | 7
28 | CC1C(=O)N2CCCc3cc(NC(=O)C(=O)NCCc4ccc(F)cc4)cc1c32 (stereo not drawn) | -6 | 1 | -5 | -1 | 0 | -3 | -1.1 | 1 | 1
29 | CCCNc1ccc(S(=O)(=O)N(C(C)C)C(C)C)cn1 | -3 | 0 | 1 | 6 | -2 | -2 | 1.1 | -1 | -5
30 | O=c1oc2ccccc2cc1NCc1ccccc1O | -2 | -4 | 2 | 4 | -2 | 1 | 1.1 | 2 | 5
31 | O=C(N/N=C/c1ccco1)c1ccc(Br)o1 | -1 | 8 | 2 | -1 | -1 | -2 | 1.5 | 9 | 3
32 | COc1ccc(Nc2nc(NCc3ccco3)nc(N)c2[N+](=O)[O-])cc1 | 5 | -5 | 4 | -1 | 3 | -1 | 1.2 | 0 | 0
33 | CCc1nnc(NC(=O)C2CCCN(C(=O)c3ccc(Cl)cc3)C2)s1 (stereo not drawn) | -3 | . | . | 0 | 3 | . | . | 3 | -2
34 | CCOC(=O)N1CCC(=NNc2nc3ccccc3s2)CC1 | -1 | 8 | 1 | 1 | 0 | 0 | 1.3 | -8 | 4
35 | Cc1c(Cl)ccc(S(=O)(=O)Nc2cccnc2)c1Cl | 0 | 0 | 6 | 1 | 9 | -5 | 0.2 | 4 | 1
36 | CCc1ccc(NC(=O)CS(=O)CC(=O)N2CCN(c3ccccc3F)CC2)cc1 (stereo not drawn) | 0 | 2 | 3 | -7 | 2 | -3 | -0.3 | 3 | 6
37 | O=C(Nc1ccccc1N1CCCC1)C1CC(=O)N(Cc2ccccc2)C1 (stereo not drawn) | 6 | -5 | 6 | -9 | 2 | -3 | -0.8 | 6 | 12
38 | O=C(CSc1ncccc1C(=O)O)c1cccc(C(F)(F)F)c1 | -3 | -1 | 4 | 5 | 7 | -2 | 1.1 | 7 | -4
39 | Cc1cccc(-c2nc(CN3CCCC(C(=O)NC4CCCCC4)C3)c(C)o2)c1 (stereo not drawn) | 1 | 2 | 2 | 4 | 4 | -1 | -0.5 | 2 | 4
40 | CSC1=N/C(=C\c2ccc(C)o2)C(=O)S1 | -5 | -1 | 10 | -2 | 13 | 1 | -0.8 | 13 | 7
41 | COc1ccc(/C=N/NC(=O)c2cccc([N+](=O)[O-])c2)cc1OC | 1 | -3 | 0 | 4 | 7 | 0 | 1.1 | 9 | 2
42 | C=CCn1c(=N)n(CC(=O)c2ccc(Br)s2)c2ccccc21 | 5 | -1 | -4 | 6 | 3 | 3 | -1.0 | 8 | -3
43 | Cc1ccc(N2CC(c3nc4ccccc4[nH]3)CC2=O)c(C)c1 (stereo not drawn) | 2 | -3 | 0 | -6 | 5 | 0 | 4.6 | 4 | -2
44 | Cc1csc(=O)n1CC(=O)OCC(=O)NNC(=O)c1ccc(Cl)cc1 | -2 | . | . | 2 | -1 | . | . | 2 | 2
45 | COc1ccc(NC(=O)C2CCCN2C(=O)OCc2ccccc2)cc1 (stereo not drawn) | 0 | -1 | 5 | 4 | 1 | -2 | -1.4 | -5 | -6
46 | COc1ccc(CNC(=O)C(c2cccc(C)c2)N(C(=O)c2csnn2)C2CC2)cc1 (stereo not drawn) | -1 | 1 | -4 | 0 | 0 | -1 | -1.2 | -2 | 5
47 | CC(C)CCNC(=O)C(c1ccc(O)cc1)N(Cc1ccco1)C(=O)CCC(=O)Nc1nccs1 (stereo not drawn) | 7 | 1 | 2 | -5 | -1 | -2 | 1.0 | 0 | 4
48 | CN1CCN(C2=Nc3cc(Cl)ccc3Nc3ccccc32)CC1 | -6 | 0 | 4 | 1 | 2 | 0 | 0.1 | -1 | 0
49 | Cc1ccc(C(=O)c2c3ccc(C(F)(F)F)cc3[n+]([O-])n2CCC(N)=O)cc1 | 3 | 0 | 5 | 2 | 2 | -1 | -0.2 | 2 | 4
50 | CC(C)(C)c1cc(C(=O)N2CCc3ccccc3C2)ccn1 | -7 | 0 | -1 | -5 | 7 | 0 | 0.6 | -1 | -2
51 | O=C(CSc1ccc(-c2ccc(Br)cc2)nn1)NCC1CCCO1 (stereo not drawn) | 2 | 2 | -4 | 2 | 7 | -2 | 0.2 | 7 | 2
52 | CCC(CC)C(=O)c1c[nH]c(C(=O)NCc2ccccc2)c1 | 4 | -5 | 0 | 1 | 5 | -3 | 4.2 | 0 | 3
53 | CCOC(=O)c1cc(C(C)=O)c(=O)n(C)c1N | 0 | -4 | 8 | -1 | 4 | -6 | 1.4 | 5 | 0
54 | CC(=O)Oc1oc(-c2ccccc2)nc1C=Nc1ccc(N(C)C)cc1 | 2 | 0 | 6 | 2 | -9 | 8 | -33* | -18 | -16
55 | COc1ccc(CC(NC(C)=O)C(=O)NC2CCN(S(=O)(=O)c3cccc4ccccc34)CC2)cc1OC (stereo not drawn) | 4 | 0 | 2 | 2 | 1 | 3 | -2.1 | 4 | 4
56 | Cc1nn(C)cc1C(=O)Nc1ccccc1Br | 1 | 1 | 4 | 1 | 4 | 0 | 2.1 | -9 | -97
57 | Cc1cccc(Nc2nc(N)nc(CSc3nccn3C)n2)c1 | 7 | -2 | 8 | 0 | 8 | -9 | 0.2 | 7 | 2
58 | O=C(N/N=C/c1cccnc1)c1ccc(NC(=O)C(c2ccccc2)c2ccccc2)cc1 | -3 | -7 | -5 | -4 | -6 | 3 | -0.2 | 2 | 12
59 | COc1ccc(Cl)cc1NC(=O)[C@@]1(CC(=O)O)CC(/C=C/c2ccccc2)=NO1 | 0 | -1 | 0 | 1 | 8 | -2 | -0.5 | 6 | 9
60 | Cn1ccc2ccc(C3=CC(=O)C[C@H](c4ccc(F)cc4)C3)cc21 | -5 | . | . | -8 | 5 | . | . | -3 | 7
61 | Oc1ccccc1-c1n[nH]c(=S)n1Cc1ccco1 | 1 | 0 | 2 | -1 | -8 | -1 | -2.0 | -12 | 2
62 | COc1ccc([C@H]2CC(=O)C=C(c3ccc4[nH]ccc4c3)C2)cc1OC | -4 | . | . | 10 | -2 | . | . | -8 | -6
